V1aR counter: activates human V1a receptor in oxytocin agonist counter-screen; P37288; CHO-V1R cells, Fluo-8 calcium fluorescence, agonist mode; 0% DMSO, 100% 3 nM vasopressin; activation, % at 3 µM; hit rate 0.25% among 320,000; AID 2797;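 active = activation above the mean activation of all tested compounds plus 3 SD, per screening run, cut at about 20% in these data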;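 note: signal is peak over basal fluorescence ratio across a 100 second FLIPR read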
Target sequence (P37288 whole entry, looked up): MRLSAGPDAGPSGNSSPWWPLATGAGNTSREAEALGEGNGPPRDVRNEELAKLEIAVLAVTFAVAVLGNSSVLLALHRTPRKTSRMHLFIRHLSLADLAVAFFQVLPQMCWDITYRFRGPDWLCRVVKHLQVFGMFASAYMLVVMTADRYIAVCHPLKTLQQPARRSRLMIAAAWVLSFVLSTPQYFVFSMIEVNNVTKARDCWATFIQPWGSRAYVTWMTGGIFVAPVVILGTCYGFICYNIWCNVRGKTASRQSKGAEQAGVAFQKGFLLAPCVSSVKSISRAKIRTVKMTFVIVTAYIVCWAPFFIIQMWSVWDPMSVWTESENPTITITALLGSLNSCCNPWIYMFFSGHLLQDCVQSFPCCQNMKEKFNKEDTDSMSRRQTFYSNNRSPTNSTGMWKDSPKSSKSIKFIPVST
CHRM1 agonist: human M1 muscarinic receptor agonism; P11229; CHO-K1 hM1, Fluo-8 calcium fluorescence, agonist mode; 0% DMSO, 100% acetylcholine EC100; activation, % at 3 µM; hit rate 0.33% among 360,000;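 active = activation above the run's mean compound activation plus 3 SD, cut at about 16% in these data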;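 note: peak over basal fluorescence ratio within a 140 s kinetic read after compound addition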
Target sequence (P11229 whole entry, looked up): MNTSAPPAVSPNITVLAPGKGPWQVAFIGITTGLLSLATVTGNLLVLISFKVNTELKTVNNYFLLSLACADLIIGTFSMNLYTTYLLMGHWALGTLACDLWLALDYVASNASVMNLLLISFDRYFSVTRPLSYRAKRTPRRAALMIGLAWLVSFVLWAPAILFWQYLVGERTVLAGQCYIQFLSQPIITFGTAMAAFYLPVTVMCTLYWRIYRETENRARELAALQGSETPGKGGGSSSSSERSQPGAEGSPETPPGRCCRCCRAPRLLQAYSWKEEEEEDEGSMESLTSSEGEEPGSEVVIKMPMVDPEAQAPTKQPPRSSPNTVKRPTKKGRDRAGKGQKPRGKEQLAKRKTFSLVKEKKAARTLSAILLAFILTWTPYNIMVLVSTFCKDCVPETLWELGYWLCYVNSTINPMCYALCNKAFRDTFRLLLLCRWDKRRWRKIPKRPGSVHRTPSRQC
M1 PAM: positive allosteric modulators of human M1 muscarinic receptor; AID 588819; CHO-K1 hM1, Fluo-8 calcium fluorescence, ACh EC20; 0% = ACh EC20, 100% = maximal ACh; P11229; activation, % at 3 µM; hit rate 0.088% among 360,000; in the data active = activation above about 19%, passing the limit was not always enough
OXTR agonist: agonists of human oxytocin receptor | activation, % at 3 µM | CHO-OTR cells, Fluo-8 calcium fluorescence; normalized: DMSO 0%, oxytocin 100% | P30559 | hit rate 0.32% among 320,000;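 active = activation above the mean of all tested compounds plus 3 SD, cutoff set per screening run, cut at about 20% in these data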;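 note: peak over basal fluorescence ratio from a 100 s FLIPR kinetic read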
OXTR potentiate: potentiates the human oxytocin receptor response; P30559; CHO-OTR cells, Fluo-8 calcium fluorescence, potentiator mode; 0% = oxytocin EC15, 100% = EC100; activation, % at 3 µM; hit rate 0.061% among 320,000;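 active = activation above that plate's cutoff, the mean activation of tested compounds plus 3 SD, cut at about 6.6% in these data, passing the limit was not always enough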;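 note: 100% uses oxytocin at 75 nM as the full agonist control; some results filed as inactive read as strong as hits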
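Material: human OTR in CHO cells. Compound: 3.0 µM, one dose. Timing: compound 6 min at room temperature before oxytocin, 100 s read. Evaluation: % activation of max/min ratio relative to oxytocin controls. Replication: single well per compound, singlicate. Signal: Fluo-8 calcium dye fluorescence.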
CHRM1 antagonist: blocks human M1 muscarinic receptor; CHO-K1 hM1, Fluo-8 calcium fluorescence, ACh EC80 antagonist; hit rate 1.3% among 360,000; inhibition, % at 3 µM;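 active = percent inhibition above its own plate's cutoff, namely the mean of that plate's compound wells plus 3 SD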;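 note: peak over basal fluorescence ratio during 140 s after agonist addition; 0% = ACh EC80 plus DMSO and 100% = DMSO alone without agonist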
CHO parental Ca: counter-screen for OX1R antagonists: effect in parental CHO cells; parental CHO-K1, ATP-induced calcium, Fluo-8 fluorescence; inhibition, % at 5.6 µM; hit rate 0.63% among 330,000;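 active = inhibition above that plate's mean sample inhibition plus 3 SD, cut at about 26% in these data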;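 note: 0% = ATP-challenged DMSO wells and 100% = DMSO wells without ATP; some compounds past the cut are filed as inactive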
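test system = CHO parental line | reagent = ATP stimulus | measured by = intracellular calcium via Fluo-8 no-wash fluorescent dye | control set = ATP and no-ATP DMSO wells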
TAAR1 antag: human TAAR1 antagonism; CHO RD-HGA16 TAAR1, Fluo-8 calcium fluorescence, antagonist; Q96RJ0; inhibition, % at 3 µM; hit rate 1.5% among 360,000;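 active = inhibition above a per-plate cutoff, the mean inhibition of test compounds on that plate plus 3 SD, cut at about 49% in these data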;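 note: 0% = DMSO plus EC80 beta-PEA response and 100% = DMSO alone without agonist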
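Test system – hTAAR1-expressing CHO RD-HGA16 cells, Gα16-coupled · Also added – β-PEA at EC80 concentration, post-compound challenge · Compound – 3 µM, single point · Incubation – dye loading 75 min at 37 °C, then 30 min room temperature · Measured by – Fluo-8 intracellular calcium dye fluorescence, real-time kinetic reads · Benchmarks – vehicle and agonist controls · Replicates – singlicate, one well per test compound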
TAAR1 ag: agonists of human TAAR1. Q96RJ0. CHO RD-HGA16 TAAR1, Fluo-8 calcium fluorescence; vehicle wells 0%, saturating PEA agonist 100%. activation, % at 3 µM. hit rate 0.99% among 360,000. AID 624467;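 active = activation above the mean activation of all test compounds in the run plus 3 SD, cut at about 38% in these data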
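Signal – calcium-sensitive Fluo-8 signal, excitation 470-495, emission 515-575 nm · System – RD-HGA16 (CHO) cells co-expressing Gα16 and hTAAR1 · Incubation – 17-24 h seeding, 75 min 37 °C dye, 30 min RT · Compound dosing – 3 µM single concentration · Repeats – no replicates (n 1)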
Starred values were filed as active, the others as inactive; . = no result given.

Order of results: V1aR counter | CHRM1 agonist | M1 PAM | OXTR agonist | OXTR potentiate | CHRM1 antagonist | CHO parental Ca | TAAR1 antag | TAAR1 ag
> CCOC(=O)[C@H]1[C@H]2COc3cc(OC)ccc3[C@@H]2N2C(=O)CN(Cc3ccc(C)cc3)C(=O)[C@@]12C
 : -0.8 | 1 | 3 | -0.6 | -1 | -9 | -21 | 9 | 3
> COc1ccc(OC2CCN(C(=O)Nc3ccc(C)cc3)CC2)cc1
 : 6.3 | 2 | 15 | 9.4 | -22 | -12 | -3 | -5 | 2
> O=C(CSc1ncc(S(=O)(=O)c2ccccc2)c(=O)[nH]1)Nc1ccccc1Cl
 : 0.3 | -1 | 8 | -1.1 | 0 | -14 | -3 | -14 | -1
> Cc1ccccc1CN1CCN(C(=O)c2cccc3ccccc23)CC1
 : 0.1 | -2 | 11 | -1.2 | -3 | -16 | 2 | 0 | 7
> COc1ccccc1N1CCN(C(=O)C(=O)c2cn(CC(=O)N3CCOCC3)c3ccccc23)CC1
 : 0.8 | 1 | 9 | 1.1 | 6 | -5 | -17 | -21 | 2
> COc1cc2c(cc1OC)CN(CC(=O)Nc1ccc(S(=O)(=O)N(C)C)cc1)CC2
 : 1.2 | -8 | 2 | 0.8 | -19 | -3 | -8 | -8 | 3
> Cc1ccc(S(=O)(=O)C(C#N)c2nc3ccccc3nc2N2CCCC2)cc1 (stereo not drawn)
 : 1.0 | 3 | -1 | 0.2 | -3 | 5 | -23 | 0 | 13
> COc1ccc(Cl)cc1NC(=O)CN(C)C(=O)c1cc(-c2cccs2)nn1-c1ccccc1
 : 1.8 | -5 | 9 | 0.8 | -6 | -10 | -21 | 20 | 0
> COc1ccc(NC(C)C(=O)N/N=C/c2ccccc2OCc2cccc(Br)c2)cc1 (stereo not drawn)
 : -0.5 | -7 | 9 | -0.8 | -5 | -10 | -20 | 11 | 2
> Cc1ccc(C(C(=O)NC(C)(C)C)N(Cc2cccnc2)C(=O)C(=O)NC2CCCCC2)o1 (stereo not drawn)
 : -0.1 | -3 | 7 | -0.7 | -5 | -5 | -20 | -7 | -1
> COc1cccc(-c2cnc3c(NC=O)cc(-c4ccccc4Oc4ccccc4)cn23)c1
 : . | -4 | 1 | . | . | -6 | . | -3 | 1
> CCN(C(=O)COC(=O)C12CC3CC(CC(NC(C)=O)(C3)C1)C2)C1CCCCC1
 : . | -3 | 7 | . | . | -8 | . | -11 | 4
> O=C(Nc1ccccc1N1CCOCC1)c1ccc(N2CCCC2=O)cc1
 : 1.8 | -2 | -8 | 1.3 | 5 | 19 | -20 | 8 | 7
> Cc1cccc(C(=O)NC(=S)N2CCN(C)CC2)c1
 : -0.3 | -5 | 1 | -0.1 | 0 | 2 | -5 | -4 | 18
> Cc1cc(C)n(Cc2ccc(C(=O)NCc3ccco3)o2)n1
 : 0.0 | -3 | 9 | 1.1 | -1 | -13 | 4 | -21 | -2
> O=C(NCc1ccncc1)Nc1ccccc1F
 : 1.0 | -6 | 10 | 0.5 | -12 | -6 | -1 | -10 | 3
> O=C(NCCOc1ccccc1)C(c1ccccc1)c1ccccc1
 : 6.1 | -6 | -1 | -1.6 | -15 | -18 | -19 | -2 | 2
> CN(CCCN1CCCCC1)C(=O)CCc1nnc(C2CCCCC2)o1
 : 0.2 | -13 | -10 | 5.8 | -1 | 0 | -11 | -14 | 1
> O=C(CSc1nc2c(c(=O)[nH]1)CCC2)Nc1ccccc1Cl
 : -0.5 | -2 | 10 | -1.0 | -6 | -15 | -5 | 11 | -1
> CC(=O)CSc1cc(C)nc2c(-c3ccccc3)c(C)nn12
 : 1.6 | -5 | 4 | 0.6 | -10 | -7 | -6 | -13 | 1
> CN(CC(=O)Nc1ccc(S(=O)(=O)N(C)C)cc1)Cc1ccc(C(F)(F)F)cc1
 : 3.5 | -6 | 0 | 1.8 | -3 | 1 | -4 | 5 | 3
> C[n+]1cccc2ccc3c(c21)OC(N)=C(C#N)C3c1ccccc1 (stereo not drawn)
 : -1.5 | -5 | -3 | 0.1 | -2 | 0 | 13 | 7 | 10
> Cc1ccc(C(c2nnnn2Cc2cccs2)N2CCN(C(=O)c3ccco3)CC2)cc1 (stereo not drawn)
 : 3.5 | -3 | 2 | -0.4 | -5 | -7 | -19 | 9 | 6
> CCCSc1cc(=O)n(-c2ccc(F)cc2)nc1C(=O)OCC
 : -1.0 | -9 | -8 | -2.6 | -15 | 9 | -16 | -1 | 5
> Cc1ccnc(-n2c(C)cc(/C=N/NC(=O)COc3cccc4cccnc34)c2C)c1
 : 1.0 | -5 | 0 | -1.3 | -6 | -10 | -33 | -18 | 4
> c1ccc(C(CN2CCOCC2)c2ccccc2)cc1
 : -1.9 | -9 | -7 | -1.8 | 0 | 9 | -9 | 0 | 5
> CC(=O)c1sc(NC(=O)C2CCCN2S(=O)(=O)c2ccccc2F)nc1C (stereo not drawn)
 : -0.1 | -1 | 7 | 0.7 | -1 | 8 | -18 | -6 | 2
> O=C(Nc1c(O)c2ccccc2[nH]c1=O)c1ccco1
 : -0.1 | -2 | 12 | -0.5 | -3 | -18 | -10 | -18 | -2
> COCCn1c(C)cc(C(=O)CSc2nncn2-c2ccccc2)c1C
 : 0.9 | -3 | 5 | 1.6 | 1 | 1 | -6 | 7 | 1
> CCCCN(C(=O)CSCC(=O)Nc1ccc(OC)cc1)c1c(N)n(CCC)c(=O)[nH]c1=O
 : 0.5 | -3 | 7 | 0.1 | -6 | -4 | -9 | 6 | -1

Ordered by formula weight (falling): some entries from above
Order of results: V1aR counter | CHRM1 agonist | M1 PAM | OXTR agonist | OXTR potentiate | CHRM1 antagonist | CHO parental Ca | TAAR1 antag | TAAR1 ag
> COc1ccc(NC(C)C(=O)N/N=C/c2ccccc2OCc2cccc(Br)c2)cc1 (stereo not drawn)
 : -0.5 | -7 | 9 | -0.8 | -5 | -10 | -20 | 11 | 2
> CCCCN(C(=O)CSCC(=O)Nc1ccc(OC)cc1)c1c(N)n(CCC)c(=O)[nH]c1=O
 : 0.5 | -3 | 7 | 0.1 | -6 | -4 | -9 | 6 | -1
> Cc1ccc(C(C(=O)NC(C)(C)C)N(Cc2cccnc2)C(=O)C(=O)NC2CCCCC2)o1 (stereo not drawn)
 : -0.1 | -3 | 7 | -0.7 | -5 | -5 | -20 | -7 | -1
> O=C(Nc1ccccc1N1CCOCC1)c1ccc(N2CCCC2=O)cc1
 : 1.8 | -2 | -8 | 1.3 | 5 | 19 | -20 | 8 | 7
> CCCSc1cc(=O)n(-c2ccc(F)cc2)nc1C(=O)OCC
 : -1.0 | -9 | -8 | -2.6 | -15 | 9 | -16 | -1 | 5
> CC(=O)CSc1cc(C)nc2c(-c3ccccc3)c(C)nn12
 : 1.6 | -5 | 4 | 0.6 | -10 | -7 | -6 | -13 | 1
> Cc1cc(C)n(Cc2ccc(C(=O)NCc3ccco3)o2)n1
 : 0.0 | -3 | 9 | 1.1 | -1 | -13 | 4 | -21 | -2
> Cc1cccc(C(=O)NC(=S)N2CCN(C)CC2)c1
 : -0.3 | -5 | 1 | -0.1 | 0 | 2 | -5 | -4 | 18
> O=C(NCc1ccncc1)Nc1ccccc1F
 : 1.0 | -6 | 10 | 0.5 | -12 | -6 | -1 | -10 | 3

(further entries)
Order of results: V1aR counter | CHRM1 agonist | M1 PAM | OXTR agonist | OXTR potentiate | CHRM1 antagonist | CHO parental Ca | TAAR1 antag | TAAR1 ag
> Cc1cc(C)n(-c2ccc(S(=O)(=O)N3CCCC3)cc2[N+](=O)[O-])n1
 : -0.1 | -7 | 1 | -0.4 | -7 | 1 | -3 | 2 | 2
> CCCCOCCOCCOCCCC
 : -0.2 | -2 | -1 | 0.4 | -7 | -4 | -11 | -10 | 0
> CCc1cc(=O)oc2c(C)c(OCC(=O)NCCN3CCOCC3)ccc12
 : 1.4 | -2 | 2 | 0.1 | -1 | 10 | -5 | -24 | 2
> CCCC(=O)NC(c1cccc([N+](=O)[O-])c1)c1ccc2cccnc2c1O (stereo not drawn)
 : . | -8 | 2 | . | . | -11 | . | -15 | -1
> COc1cccc(Cn2nc3c4cc(F)ccc4n(Cc4ccc(F)cc4)cc-3c2=O)c1
 : 0.3 | -5 | 0 | 0.1 | -6 | 2 | -16 | 4 | 3
> Cc1ccc(CNC(=O)CSc2nc(=O)n3cccc(C)c3n2)cc1
 : -0.1 | -3 | 4 | -0.2 | -9 | -7 | -16 | -9 | 0
> CCCCCOCC1CC(C/C(C)=N/NC(N)=O)(C(=O)OCC)C(=O)O1 (stereo not drawn)
 : 0.3 | -4 | -5 | -0.7 | 6 | 7 | 0 | 13 | 0
> CC(=O)c1cccc(NC(=S)Nc2ccc(F)cc2)c1
 : 0.4 | 1 | 9 | 1.1 | 5 | -18 | -9 | 7 | 1
> CCOc1ccc(S(=O)(=O)NC2CCCCCC2)cc1
 : 2.2 | -12 | 0 | -1.3 | -29 | -1 | -1 | 10 | 0
> COC(=O)c1cccc(NC(=O)CCN2C(=O)C3CC=CCC3C2=O)c1 (stereo not drawn)
 : 0.0 | -1 | 7 | 0.2 | -8 | -3 | -7 | 8 | 3
> CSc1cccc(NC(=O)c2cnccn2)c1
 : -0.5 | -4 | 4 | -0.7 | -1 | -11 | -14 | 2 | 9
> C/C(=N\NC(=O)C12CCC(C)(C(=O)O1)C2(C)C)c1ccccc1O (stereo not drawn)
 : -0.6 | -2 | 13 | -0.7 | -3 | -16 | -2 | -12 | 7
> Cc1ccc(NC(=O)CCn2nnc3ccccc32)c(C)c1
 : -1.0 | -6 | -5 | -1.1 | -11 | 10 | -9 | 10 | 3
> O=C(N/N=C/c1cccnc1)c1cc2c(ccc3ccccc32)o1
 : 0.6 | -1 | 8 | 0.6 | 9 | -8 | -18 | 15 | 6
> COc1cc2sc3ccc(-c4ccc(N(C)C)nc4)cc3c(=O)c2cc1OC
 : 0.1 | . | . | 1.0 | -9 | . | -18 | -14 | 4
> Cc1ccc(C(=O)Nc2ccccc2N2CCOCC2)cc1S(=O)(=O)N1CCOCC1
 : -1.3 | -4 | 8 | -1.0 | 0 | -11 | -20 | -8 | 11
> CC(=O)Nc1ccc(Oc2nc(-c3ccccn3)nc3ccccc23)cc1
 : 1.1 | 0 | 14 | -1.9 | -9 | -14 | -8 | 5 | 3

High-throughput results: PubChem BioAssay, The Scripps Research Institute Molecular Screening Center
